Source: PubChem BioAssay
hIAP activ: increases human intestinal alkaline phosphatase activity; P09923; purified human IAP, CDP-Star luminescence, 30 min; hits give high values; 1 = vehicle-only enzyme, 0 = enzyme-free background; activation factor at 10 µM; 330,000 compounds, 0.16% hits; AID 2524;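 active = activation factor of the enzyme at least 2-fold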; also: the source names both 10 and 20 µM as test concentration; values of inactives mirror those of a sister screen read the other way
Target sequence (P09923 whole entry, looked up): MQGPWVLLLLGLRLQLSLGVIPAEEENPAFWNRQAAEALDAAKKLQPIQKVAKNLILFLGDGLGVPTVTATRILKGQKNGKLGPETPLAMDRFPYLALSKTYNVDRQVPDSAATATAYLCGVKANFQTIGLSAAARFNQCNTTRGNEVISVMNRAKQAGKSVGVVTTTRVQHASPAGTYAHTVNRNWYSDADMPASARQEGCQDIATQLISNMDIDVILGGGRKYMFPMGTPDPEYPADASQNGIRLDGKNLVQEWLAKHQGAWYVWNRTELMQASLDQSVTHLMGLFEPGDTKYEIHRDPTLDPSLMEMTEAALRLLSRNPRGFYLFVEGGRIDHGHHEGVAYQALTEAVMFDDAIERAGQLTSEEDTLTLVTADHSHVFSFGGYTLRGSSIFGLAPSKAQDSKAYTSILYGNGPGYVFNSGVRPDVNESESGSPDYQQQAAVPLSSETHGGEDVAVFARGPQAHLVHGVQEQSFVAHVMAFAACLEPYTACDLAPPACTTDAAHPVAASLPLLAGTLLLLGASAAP
hIAP inh: blocks human intestinal alkaline phosphatase; AID 2544; 330,000 compounds, 0.12% hits; P09923; inhibition, % at 10 µM; purified IAP, CDP-Star luminescence, 30 min;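 active = inhibition reaching a set limit with compound at 10 µM in the primary screen, cut at about 35% in these data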;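 also: plate controls were DMSO wells with enzyme for no effect and no-enzyme buffer wells for full effect; values of inactives mirror those of a sister screen read the other way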
GRIN3A LBD mod: modulates the human NR3A ligand-binding domain. NR3A LBD differential scanning fluorimetry, Tm shift; 0% = protein alone, 100% = glycine-bound protein. Tm shift relative to glycine control, % at 25 µM. 340,000 compounds, 2.5% hits;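 active = melting temperature shift of at least 10% of the positive control shift, at one fixed dose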
APOBEC3G inh: APOBEC3G (human) deaminase inhibition. recombinant A3G, ssDNA deamination FAM/TAMRA fluorescence. inhibition, % at 20 µM. 330,000 compounds, 0.28% hits. AID 493012;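 active = inhibition of at least 40% at 20 µM, with no more than 30% in the related APOBEC3A deaminase screen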;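 also: plate controls were DMSO wells with A3G for no effect and wells lacking A3G enzyme for full effect; some compounds called inactive have numbers as strong as hits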
MIN6 prolif: inducers of beta-cell replication in MIN6 cells; MIN6 cells proliferation, ATPlite luminescence, 48 h; cells starved in 0.2% serum; 100% = growth in 10% serum; proliferation, % at 10 µM; 330,000 compounds, 0.29% hits; AID 2380;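 active = compounds whose signal lies at least 3.5 SD above the mean of all wells on their plate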;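 also: 0% = DMSO-treated cells in low-serum medium and 100% = 10% serum control; some compounds called inactive have numbers as strong as hits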
mIAP inh: mouse IAP inhibition | purified mouse IAP, CDP-Star luminescence, 30 min | inhibition, % at 10 µM | 330,000 compounds, 0.2% hits | AID 2806;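 active = inhibition of at least 40% at 10 µM in the primary screen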;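 also: plate controls were DMSO with enzyme for no effect and no enzyme wells for full effect; values of inactives mirror those of a sister screen read the other way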
A3A deaminase: human APOBEC3A DNA deaminase inhibition. inhibition, % at 20 µM. P31941. 330,000 compounds, 0.41% hits. recombinant A3A, FAM/TAMRA ssDNA deamination fluorescence;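 active = at least 40% inhibition at 20 µM here, with at most 30% in a related deaminase screen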;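 also: plate controls were A3A with DMSO for no effect and wells lacking A3A enzyme for full effect; some results filed as inactive read as strong as hits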
Target sequence (P31941 whole entry, looked up): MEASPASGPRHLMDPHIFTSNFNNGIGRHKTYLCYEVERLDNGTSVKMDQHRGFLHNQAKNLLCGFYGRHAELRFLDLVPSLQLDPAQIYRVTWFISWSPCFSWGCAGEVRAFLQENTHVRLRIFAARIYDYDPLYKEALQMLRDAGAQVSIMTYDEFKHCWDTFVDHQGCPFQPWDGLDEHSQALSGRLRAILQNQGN
MPTP block: permeability transition pore inhibition; 360,000 compounds, 1.4% hits; AID 602449; inhibition, % at 10 µM; isolated mouse mitochondria, Ca2+ swelling absorbance, 30 min;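 active = inhibition of 50% or more, scaled per plate between neutral and stimulator controls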;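 also: 0% = DMSO wells given calcium and 100% = 1 mM EGTA wells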
mIAP act: increases mouse intestinal alkaline phosphatase activity; activation factor at 10 µM; 330,000 compounds, 0.24% hits; muIAP, CDP-Star luminescence, 30 min; hits give high values; 1 = vehicle-only enzyme signal, 0 = enzyme-free wells; AID 2805;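 active = activation factor of at least 2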; also: the source names both 10 and 20 µM as test concentration; values of inactives mirror those of a sister screen read the other way
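Assay system: mouse IAP enzyme; reagent: chemiluminescent substrate CDP-Star; dosing: test compounds delivered from DMSO solution; schedule: 30 min at room temperature; measured by: luminescence from enzymatic CDP-Star hydrolysis; controls: DMSO-only wells and no-enzyme negative control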
* = called active by the depositor; · = no result given.

SMILES	hIAP activ	hIAP inh	GRIN3A LBD mod	APOBEC3G inh	MIN6 prolif	mIAP inh	A3A deaminase	MPTP block	mIAP act
CCC(=O)Nc1ccc(C(=O)NNC(=O)COc2cccc(C)c2)cc1	1.5	-50	-5	-6	-2	16	0	-0.5	0.84
CCc1nnc(NS(=O)(=O)c2ccc(NC(=O)COc3ccc(Cl)c(C)c3)cc2)s1	0.89	11	6	-3	-4	0	4	-3.7	1
CC(c1ccco1)N(C(=O)Nc1ccccc1)C1CCCCC1 (stereo unspecified)	1	-4	1	-3	2	-16	-7	2.2	1.2
COCCOc1cc(NC(=O)c2cccc(OC)c2)c(Cl)cc1Cl	1.1	-9	-1	-2	0	4	0	1.2	0.96
Cn1ncc(Cl)c1C(=O)N1CCOCC1	0.96	4	1	-2	4	-6	-3	2.3	1.1
COc1ccc(Cl)cc1NC(=O)CNC(c1ccccc1)c1ccccc1	1.1	-13	-5	-3	-4	-10	1	1.0	1.1
Cc1cccc(NC(=O)CCN2C(=O)c3ccccc3C2=O)n1	0.95	5	1	4	2	1	1	0.3	0.99
O=C(NC1(C(F)(F)F)N=C2SCCN2C1=O)c1ccco1 (stereo unspecified)	0.83	17	4	-3	2	-1	-1	-4.2	1
O=C(COC(=O)c1ccc(O)cc1)NC1CCCC1	0.92	8	0	-6	-2	-7	-3	-0.7	1.1
CCS(=O)(=O)N1CCCC(c2nc(-c3cccc(OC)c3)no2)C1 (stereo unspecified)	1.1	-11	1	-2	-1	-6	-1	-1.0	1.1
NS(=O)(=O)c1ccc(CCNC(=O)CNC(=O)c2ccc(Oc3ccccc3)cc2)cc1	0.96	4	2	-6	-1	-2	-3	-2.3	1
CC(C)(C)C(=O)c1cn(CC(=O)O)c2ccccc12	1	0	-2	-5	4	3	-3	-3.2	0.97
O=C(COC(=O)CNC(=O)c1ccccc1F)NCCNC(=O)COC(=O)CNC(=O)c1ccccc1F	1.2	-22	1	-2	-2	5	12	-3.4	0.95
O=C(CSc1ccc(F)cc1)NCCSc1ccccc1	1	-5	-1	-4	-2	0	-2	-0.9	1
Cc1ccc(CNC(=O)CNC(=S)N(Cc2ccccc2)Cc2cccnc2)cc1	1.1	-5	-3	-6	0	-5	0	-4.0	1
CCOc1cc(C(=O)Nc2ccccc2N2CCN(S(C)(=O)=O)CC2)cc(OCC)c1OCC	1.1	-9	0	0	-3	2	1	-1.0	0.97
CC1Cc2ccccc2N1C(=O)CNCCCN(C)C (stereo unspecified)	1.1	-9	-1	-6	-2	2	-3	9.7	0.98
O=C(CSc1ccc2c(c1)OCCO2)Nc1ccc(N2CCOCC2)cc1	0.92	8	3	-6	3	-3	-1	0.6	1
Cn1nc(C(F)(F)F)cc1-c1ccc(/C=C(\C#N)C(=O)c2cccc(C(F)(F)F)c2)s1	1.4	-36	5	-2	-1	18	-2	0.9	0.82
Cc1ccc(NC(=O)CN(C(=O)N2CCN(C)CC2)S(=O)(=O)c2ccc(C)cc2)cc1	0.92	8	0	-3	-2	3	2	-1.9	0.97
Cc1ccc(OCC(O)CN2CC3(C)CC2CC(C)(C)C3)cc1 (stereo unspecified)	1	-1	2	-3	0	3	2	1.6	0.97
COc1ccc(NC(=O)CNc2ccccc2C(C)=O)cc1S(=O)(=O)N1CCOCC1	0.96	4	0	-4	0	-4	3	-0.6	1
Cc1cccnc1NC(=O)C1CCN(S(=O)(=O)c2ccc3ccccc3c2)CC1	0.97	2	-2	-6	-4	-1	2	-1.4	1
CC(C)C[C@H](N)c1cn([C@@H](CCCCN)C(=O)N2CCNCC2)nn1	0.88	12	4	-1	-3	-4	3	0.2	1
COc1ccc(N2CCN(c3cc(C)c4ccc(O)cc4n3)CC2)cc1	1	-2	-2	-8	3	-2	0	-1.1	1
CCOc1ccc(C(=O)NNC(=O)CN2C(=O)C3CC=CCC3C2=O)cc1OC (stereo unspecified)	1.2	-16	0	-7	0	-1	0	-2.7	1
Cc1oc(-c2cccc(F)c2)nc1CN1CCCCC1CCc1ccccn1 (stereo unspecified)	0.9	10	0	-3	-3	7	-2	1.4	0.93
CC(C)NC(=O)CC(=O)N/N=C/c1c(F)cccc1Cl	1	-4	0	3	-1	-4	2	1.2	1
CC(C)OCCCN1CC(=O)N2C(c3ccccc3)c3[nH]c4ccccc4c3C[C@H]2C1=O (stereo partly specified)	1	-3	-4	-4	0	-13	-1	-0.1	1.1
CNC(=S)N1CCN(c2ccccc2OC)CC1	1	-4	0	-6	-4	-2	0	-0.6	1
O=C(Cc1cccs1)Nc1ccc(-c2nc3ccccc3[nH]2)cc1	0.9	10	32*	-2	-2	-9	0	0.1	1.1
O=C(O)c1cc(S(=O)(=O)Nc2cc(Cl)ccc2Oc2ccccc2)ccc1O	0.93	7	8	0	-4	6	1	72*	0.94
CC(=O)c1ccc(N2C(=O)[C@@H]3C(CCC(N)=O)NC4(C(=O)Nc5c4ccc(Cl)c5C)[C@@H]3C2=O)cc1 (stereo partly specified)	0.99	1	0	2	-3	1	-5	-1.0	0.99
Cc1cccc(C(=O)NNS(=O)(=O)c2ccccc2[N+](=O)[O-])c1	0.74	26	0	-2	0	2	0	-0.9	0.98
CCOC(=O)c1sc(NC(=O)CNC(=O)Cn2cnc3sc(C)c(C)c3c2=O)nc1C	1.4	-36	1	-2	-1	-3	-5	-0.7	1
COc1ccc(-c2noc3c2-c2nc(-c4ccc(C)cc4)sc2CC3)cc1	0.93	7	-1	-8	-5	-2	4	2.2	1
CCN(CC)C(=O)[C@H]1C[C@H](CC(=O)NCCc2ccccn2)C(=O)N2CCc3c([nH]c4cc(CCC(=O)N(C)C)ccc34)[C@]12C	·	·	-3	4	·	-8	2	1.9	1.1
Cc1cc(OCc2nnc(SCC(=O)O)n2-c2ccccc2)ccc1Cl	1	0	-2	0	-3	6	-1	-0.5	0.94
Cc1ccc(C(=O)c2c3ccccc3[n+]([O-])n2CCO)cc1	0.87	13	-1	-5	0	-6	-2	-0.5	1.1
CC(=C/c1ccco1)/C=N/NC(=O)c1nnn(-c2nonc2N)c1CN(C)C	1	-2	-34	-2	1	18	1	0.7	0.82

Full records as entered above:
COc1ccc(NC(=O)CNc2ccccc2C(C)=O)cc1S(=O)(=O)N1CCOCC1 across the screens: hIAP activ: 0.96; hIAP inh: 4; GRIN3A LBD mod: 0; APOBEC3G inh: -4; MIN6 prolif: 0; mIAP inh: -4; A3A deaminase: 3; MPTP block: -0.6; mIAP act: 1
O=C(Cc1cccs1)Nc1ccc(-c2nc3ccccc3[nH]2)cc1 across the screens: hIAP activ: 0.9; hIAP inh: 10; GRIN3A LBD mod: 32*; APOBEC3G inh: -2; MIN6 prolif: -2; mIAP inh: -9; A3A deaminase: 0; MPTP block: 0.1; mIAP act: 1.1
CNC(=S)N1CCN(c2ccccc2OC)CC1 across the screens: hIAP activ: 1; hIAP inh: -4; GRIN3A LBD mod: 0; APOBEC3G inh: -6; MIN6 prolif: -4; mIAP inh: -2; A3A deaminase: 0; MPTP block: -0.6; mIAP act: 1

Next part
SMILES	hIAP activ	hIAP inh	GRIN3A LBD mod	APOBEC3G inh	MIN6 prolif	mIAP inh	A3A deaminase	MPTP block	mIAP act
COc1ccc(S(=O)(=O)Nc2ccc3c(c2)N(C(C)=O)CCC3)cc1	0.95	5	4	-2	-3	7	-1	4.9	0.93
CCCCC(=O)OCC(=O)N1N=C(c2c[nH]c3ccccc23)C(O)C1c1ccc(OC)cc1 (stereo unspecified)	0.97	3	30*	13	-7	-1	-3	4.3	1
Cc1cc(NC(=O)CSc2nc(-c3cccs3)nc3ccccc23)no1	1	-4	2	0	-3	-10	3	-2.7	1.1
C=CCNC(=S)N(CC=C)C1CCS(=O)(=O)C1 (stereo unspecified)	0.97	3	0	-6	1	-7	-6	-0.3	1.1
COc1ccc(C(=O)/C(C)=N/O)cc1OC	0.82	18	2	-2	-3	9	-3	-2.4	0.91
COc1ccc(-c2cn(CCC(=O)O)c(C)n2)cc1	1	-1	0	-11	-1	-2	-3	-0.1	1
O=C(COc1ccc(Cl)cc1)NCC(=O)N/N=C/c1cccs1	1.2	-17	-2	-6	-1	-13	-1	0.3	1.1
COc1ccc(S(=O)(=O)N(CC(=O)NC2CC2)C2CCCCC2)cc1Cl	0.99	1	-1	0	0	-3	4	0.7	1
CCNC(=S)N1CCN(c2cccc(C(F)(F)F)c2)CC1	1	-1	-2	-2	2	3	-2	3.2	0.97
Nc1c(C(=O)CSc2nnc(-c3ccccc3F)o2)c(=O)[nH]c(=O)n1C1CC1	0.96	4	4	-2	-3	2	8	-0.6	0.98
O=C(CN1C(=O)C2CC=CCC2C1=O)Nc1ccc(S(=O)(=O)N2CCOCC2)cc1 (stereo unspecified)	0.94	6	-2	-16	-2	-4	4	-2.7	1
CCOc1ccc(OCCSc2nc(-c3ccccc3)cc(=O)[nH]2)cc1	0.97	2	-2	-3	1	9	-2	1.4	0.91
COC(=O)c1ccc(NC(=O)NCCCl)cc1	1.1	-13	1	-4	-2	1	2	-1.3	0.99
COc1cc(OC)cc(-c2sc3ccc(OC)cc3c2-c2ccc(O)cc2)c1	0.85	15	7	-9	-6	10	-5	0.3	0.91
COc1cc(C(=O)NCCSc2ccc(Br)cc2)cc(OC)c1OC	1.1	-14	-3	-4	0	-17	-2	0.7	1.2
Cc1ccc(S(=O)(=O)NC(=O)c2cc(C)n(CC(c3ccccc3)N(C)C)c2C)cc1 (stereo unspecified)	0.93	7	-1	-13	1	2	-4	-1.6	0.98
COc1ccc(C2(O)C(=O)Nc3ccc(C)cc32)cc1OC (stereo unspecified)	0.97	3	1	-10	-1	-6	-4	-0.7	1.1
Cn1cccc1C(=O)OCc1ccc(C(C)(C)C)cc1	1	0	4	-8	0	4	-3	0.3	0.96
Cn1c2c(c(=O)n(C)c1=O)[C@@H]1c3c(ccc4ccccc34)OC[C@@H]1CO2	1.1	-6	3	-5	-3	-2	0	-3.2	1
COc1ccc(CNC(N)=O)cc1	1	-4	0	-7	2	5	-4	0.6	0.95
S=C(Nc1ccc2nc(-c3ccccn3)c(-c3ccccn3)nc2c1)N1CCCCC1	0.93	7	-2	-3	0	4	-5	-3.2	0.96
O=C(CN1CCc2ccccc2C1)Nc1cc(S(=O)(=O)N2CCOCC2)ccc1N1CCOCC1	0.95	5	-2	-3	-1	4	-2	-1.1	0.96
COc1ccc(C(=O)N2CCN(S(=O)(=O)c3ccc(C)cc3)CC2)cc1S(=O)(=O)N1CCOCC1	0.92	8	0	-8	-3	3	0	1.3	0.97
O=c1oc2cc(OCc3c(F)c(F)c(F)c(F)c3F)ccc2cc1-c1ccccn1	0.93	7	-15	-5	0	-4	-1	0.4	1
CNC(=S)Nc1ccc2nc(C)c(C)nc2c1	1.1	-14	1	-9	-4	-4	-1	2.8	1
CC1(C)c2ccccc2-c2nc3ccccc3cc2C1O (stereo unspecified)	0.88	12	2	-3	-1	-3	-3	0.2	1
COC(=O)C1=C(O)/C(=C\c2cc(C)n(-c3ccc(F)cc3)c2C)N=C1C	0.94	6	-2	5	-6	8	3	2.1	0.92
COc1ccc(N(CC(=O)Nc2ccc(C)cc2)S(=O)(=O)c2c(C)noc2C)cc1	1	-2	-3	-2	-3	-15	-4	-0.1	1.1
CN(C)c1ccc(/C=N/Nc2nc3ccccc3o2)cc1	1.1	-5	-13	-6	-3	9	-4	-0.8	0.91
O=C(Nc1ccccc1-c1nnc(SCc2ccccc2)o1)c1ccccc1	0.92	8	1	-2	1	-5	1	3.0	1.1

Rows are unselected; any-hit rate near 5%.
